RXFP1 ag = agonists of human relaxin receptor RXFP1. Potency, µM (doses to about 57.5 µM), for the others: at the highest dose activation, hits mostly activators. Q9HBX9. HEK293T-RXFP1 cAMP TR-FRET, 30 min; response scale: percent of porcine relaxin response, buffer zero. AID 2676. 370,000 compounds, 0.3% hits; active = well fitted activation curve with a large enough effect; inconclusive = small, poorly fitted or top-dose-only effect; note: potency is the fitted concentration of half-maximal effect; % is set by controls: 0 for no effect and ±100 for the full control effect; nearly all actives have a fitted effect of over 60% in size; many of its hits are not listed in these tables
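HEK293 cells stably expressing RXFP1, treated 30 min at 37C with compounds plus PDE4 inhibitor Ro 20174; cAMP measured by HTRF TR-FRET. Normalized to buffer and 29 nM porcine relaxin; EC50 by Hill fit.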
D2 antag = antagonists of human D2 dopamine receptor; P14416; HEK293 TREx D2 cells, calcium flux, dopamine EC80; 340,000 compounds, 2% hits; inhibition, % at 10 µM; in the data active = inhibition above about 30%; note: 0% is about no effect
Target sequence (P14416 whole entry, looked up): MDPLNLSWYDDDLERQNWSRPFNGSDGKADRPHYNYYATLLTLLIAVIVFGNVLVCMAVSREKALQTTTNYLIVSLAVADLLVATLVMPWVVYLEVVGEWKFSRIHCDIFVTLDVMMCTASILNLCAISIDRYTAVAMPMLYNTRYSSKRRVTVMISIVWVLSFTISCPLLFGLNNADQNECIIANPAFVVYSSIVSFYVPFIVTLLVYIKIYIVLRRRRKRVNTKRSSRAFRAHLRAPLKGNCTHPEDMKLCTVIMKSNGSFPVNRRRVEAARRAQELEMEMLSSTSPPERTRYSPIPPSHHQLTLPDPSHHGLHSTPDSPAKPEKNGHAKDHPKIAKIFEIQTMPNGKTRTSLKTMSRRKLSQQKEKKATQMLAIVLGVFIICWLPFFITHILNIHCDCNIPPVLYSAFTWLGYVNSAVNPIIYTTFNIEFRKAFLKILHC
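In this primary screen, negative modulation is detected by tracking calcium flux after an EC80 dopamine challenge in inducible HEK293 T-REx D2 cells preexposed to test compound for 180 s.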
D1 antag = human D1 dopamine receptor antagonism | P21728 | HEK293 TREx D1 cells, calcium flux, dopamine EC80; stronger effect = lower value | activity change, negative = inhibition, % at 10 µM | 360,000 compounds, 3.2% hits | AID 504652; in the data active = activity change below about -30%; note: % is set by controls: 0 for no effect and ±100 for the full control effect
Target sequence (P21728 whole entry, looked up): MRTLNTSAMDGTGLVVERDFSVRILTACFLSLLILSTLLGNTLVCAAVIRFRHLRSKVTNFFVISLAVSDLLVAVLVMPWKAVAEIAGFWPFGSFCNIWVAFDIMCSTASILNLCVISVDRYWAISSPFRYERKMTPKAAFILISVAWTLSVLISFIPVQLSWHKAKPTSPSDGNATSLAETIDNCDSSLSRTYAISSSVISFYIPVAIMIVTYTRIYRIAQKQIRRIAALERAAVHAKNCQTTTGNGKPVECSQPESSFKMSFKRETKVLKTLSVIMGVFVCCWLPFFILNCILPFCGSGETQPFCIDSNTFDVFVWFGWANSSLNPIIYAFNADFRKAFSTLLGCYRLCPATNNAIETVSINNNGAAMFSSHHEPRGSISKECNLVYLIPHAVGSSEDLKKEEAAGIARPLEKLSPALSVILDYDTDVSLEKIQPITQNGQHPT
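Calcium flux readout: force-coupled, inducible Hek293 Trex D1 line, cells induced overnight at 30 C with tetracycline, dye-loaded 30–90 min at RT. Antagonism scored against EC80 dopamine challenge given 180 s after compound.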
D1 PAM = human D1 dopamine receptor positive modulation; AID 504651; P21728; HEK293 TREx D1 cells, calcium flux, dopamine EC20 potentiation; potentiation, % at 10 µM; 360,000 compounds, 0.036% hits; in the data active = potentiation above about 30%; note: 0% is about no effect
D1 agonist = activates the human D1 dopamine receptor; P21728; activation, % at 2 µM; HEK293 T-REx D1 cells, calcium flux, agonist mode; 360,000 compounds, 1% hits; AID 504660; in the data active = activation above about 30%; note: 0% is about no effect
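Tetracycline-induced HEK293 TREx D1 cells, force-coupled to calcium signalling, were dye-loaded with a no-wash calcium kit. Compound was pin-added after a 10 s baseline. Fluorescence was read kinetically at 1 cycle/s for 180 s, with calcium rises flagged as agonism.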
D2 ag = agonists of human D2 dopamine receptor; P14416; HEK293 T-REx D2 cells, calcium flux agonist mode; activation, % at 2 µM; 340,000 compounds, 0.53% hits; AID 485358;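 active = activation over 3 SD above normal in the single-dose calcium agonist read, cut at about 30% in these data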; note: 0% is about no effect
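Tetracycline-induced HEK293 T-REx cells with force-coupled D2 receptor, plated overnight at 30 C, loaded with no-wash calcium dye. After a 10 s baseline, compound was pin-added and calcium flux read kinetically for 180 s; calcium rises flagged agonists.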
D2 potentiator = positive allosteric modulators of human D2 dopamine receptor; P14416; HEK293 T-REx D2, calcium flux, EC20 dopamine potentiation; potentiation, % at 10 µM; 340,000 compounds, 0.34% hits; AID 485347;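 active = potentiation over 3 SD above the plate norm, cut at about 30% in these data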; note: 0% is about no effect
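Tetracycline-induced Hek293 Trex D2 cells, force-coupled to calcium, loaded with no-wash calcium dye. Compound added with 180 s kinetic read for agonism, then EC20 dopamine and a further 180 s read for potentiation.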
RXFP1 antag = antagonists of human relaxin receptor RXFP1; HEK293-RXFP1, relaxin-stimulated cAMP HTRF, 30 min; stronger effect = lower value; AID 1259400; 350,000 compounds, 0.59% hits; Q9HBX9; activity change, negative = inhibition, % at 57.5 µM;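 active = activity change of -60% or lower, but not beyond a set lower limit; inconclusive = change between -60% and -40%, or beyond the set limit; inactive = change above -40%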; note: % is set by controls: 0 for no effect and ±100 for the full control effect
TRHR enhancer = allosteric enhancers of human TRH receptor; enhancement, % at 2 µM; 360,000 compounds, 0.66% hits; AID 493056; P34981; TRHR cells, fluo-8 calcium fluorescence, EC20 TRH enhancement; in the data active = enhancement above about 30%; note: 0% is about no effect
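Enhancer read-out: after compound pinning and an initial kinetic agonist-mode read, an EC20 of TRH (10 nM final) was injected and fluo-8 calcium signal (Ex 480/Em 530) followed at 1 s/cycle for 100 cycles in TRHR-expressing cells.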
Numbers without * were called inactive; ? = inconclusive; . = no result given. A portion of the library, so the mix of outcomes need not match the whole.

SMILES	RXFP1 ag	D2 antag	D1 antag	D1 PAM	D1 agonist	D2 ag	D2 potentiator	RXFP1 antag	TRHR enhancer
Cc1ccc(C(=O)NC(=S)NCc2cccnc2)cc1	0.0%	-4.9	.	-3.4	-0.8	-0.3	-1.8	-1.7	-4.0
Cc1cccc(-n2ncc3c(NCCOCCO)ncnc32)c1	0.2%	.	1.8	0.9	-2.4	-0.8	21.1	-16.8	5.1
C=CCOc1ccc(C2NC(=S)NC(c3ccccc3)=C2C(C)=O)cc1OC (stereo not drawn)	-0.2%	8.4	.	-5.6	-0.3	0.3	7.2	-3.9	4.9
Cn1cc(C(=O)N/N=C/C(Br)=C/c2ccccc2)ccc1=O	-1.4%	-13.9	-0.5	-0.9	6.3	-2.4	-1.0	12.9	5.9
CC1(C)NC(=O)N(CC(=O)OCC(=O)N2CCN(S(=O)(=O)c3ccccc3)CC2)C1=O	0.9%	6.0	-7.5	10.1	5.0	0.0	12.1	-12.7	-1.3
COc1ccc(C)cc1NC(=O)C(=O)N1CCCC1	-0.5%	-7.3	7.8	0.8	0.5	-0.4	-8.2	4.3	-2.9
C/C(=C\C(=O)c1ccc(Br)cc1)NCc1ccccc1	1.3%	-18.2	-14.8	-3.9	0.6	0.9	3.6	-6.3	7.3
CC(Oc1cc(Cl)ccc1Cl)C(=O)N/N=C\c1ccnn1C (stereo not drawn)	-0.4%	-2.0	-17.2	-7.3	10.6	-0.7	-1.6	-1.8	2.7
COCCNC(=O)C(c1cccnc1)N(Cc1ccc(C)cc1)C(=O)Cn1nnc2ccccc21 (stereo not drawn)	-1.3%	11.6	-9.5	-1.6	-0.3	-0.1	17.4	-4.0	1.7
O=Cc1ccc(C(=O)O)cc1	0.3%	1.6	.	-2.8	-1.3	0.7	7.7	.	-1.8
N#C/C(=C/c1cc(Br)cs1)C(=O)NCC1CCCO1 (stereo not drawn)	-0.8%	-6.4	-8.6	-5.8	4.0	1.0	-9.9	-5.1	-4.0
CC(=O)Nc1ccc(C(=O)CSc2nnc(-c3ccccc3)n2-c2ccccc2)cc1	25.0%	.	-1.2	-3.5	-0.6	0.4	5.7	.	-3.5
CCN(CC)c1c([N+](=O)[O-])c(=O)sc2ccccc12	0.0%	-0.1	-0.7	-4.6	4.3	-0.7	-2.6	1.1	7.0
COc1ccc(C)cc1NCc1cccc(OC)c1OC	0.2%	2.9	-0.5	-3.1	-0.8	0.7	6.1	-26.5	0.9
O=C1NC2NC(=O)N(C(Cc3ccccc3)C(=O)O)C2N1 (stereo not drawn)	0.0%	-3.5	-2.6	-0.6	0.9	0.2	9.1	5.8	4.6
CCOc1ccc(-c2cc3nc(C4CCN(C(=O)OC(C)(C)C)CC4)c(C(=O)O)cn3n2)cc1	10.3%	-8.5	-0.5	-6.5	3.6	-1.7	22.1	-0.9	22.9
CCC(=O)Nc1ccc2nc3c(=O)n(C)c(=O)n(C)c3nc2c1	6.4%	.	10.5	-0.2	1.4	-0.4	.	6.1	2.7
COc1cc(C(=O)NCc2nnc(SCC(=O)Nc3cc(C)on3)o2)cc(OC)c1OC	0.2%	8.6	-2.4	5.0	3.8	-0.4	9.2	-6.9	3.1
COc1ccc(OC)c(C2=NO[C@@](CC(=O)O)(C(=O)Nc3ccc4c(c3)OCCO4)C2)c1	0.0%	-0.4	2.0	-2.5	3.7	0.5	-2.6	11.6	24.3
Cc1nc2ccc3nc(NC(=O)C4COc5ccccc5O4)sc3c2s1 (stereo not drawn)	-0.9%	-4.5	2.8	-0.5	-1.0	0.7	-10.5	.	10.3
O=C(O)Cn1cccc1C(=O)c1ccccc1	5.5%	6.3	-15.6	-1.6	32.6*	5.7	14.0	2.4	2.0
CN(C)/C=C/C(=O)c1cnc(-c2ccccn2)s1	1.1%	3.0	-12.9	-3.5	3.0	4.0	4.6	-8.7	2.4
O=[N+]([O-])c1cccc(Nc2c3ccccc3nc3ccccc23)c1	5.3%	2.3	7.7	-4.6	2.6	-1.4	0.8	15.5	-2.8
Cc1ccc2cccc(S(=O)(=O)n3nc(C)cc3C)c2n1	0.1%	-25.0	-0.4	-1.9	1.2	-2.5	2.0	21.9	4.3
CCn1c(CN2CCN(CCO)CC2)nc2ccccc21	4.3%	8.7	-26.2	-3.5	3.4	0.3	7.3	-1.3	-2.3

Compounds above containing an aryl thioether with sulfur outside any ring:
SMILES	RXFP1 ag	D2 antag	D1 antag	D1 PAM	D1 agonist	D2 ag	D2 potentiator	RXFP1 antag	TRHR enhancer
CC(=O)Nc1ccc(C(=O)CSc2nnc(-c3ccccc3)n2-c2ccccc2)cc1	25.0%	.	-1.2	-3.5	-0.6	0.4	5.7	.	-3.5
COc1cc(C(=O)NCc2nnc(SCC(=O)Nc3cc(C)on3)o2)cc(OC)c1OC	0.2%	8.6	-2.4	5.0	3.8	-0.4	9.2	-6.9	3.1

As a short view, some entries already given:
SMILES	RXFP1 ag	D2 antag	D1 antag	D1 PAM	D1 agonist	D2 ag	D2 potentiator	RXFP1 antag	TRHR enhancer
CN(C)/C=C/C(=O)c1cnc(-c2ccccn2)s1	1.1%	3.0	-12.9	-3.5	3.0	4.0	4.6	-8.7	2.4
O=[N+]([O-])c1cccc(Nc2c3ccccc3nc3ccccc23)c1	5.3%	2.3	7.7	-4.6	2.6	-1.4	0.8	15.5	-2.8
Cc1ccc2cccc(S(=O)(=O)n3nc(C)cc3C)c2n1	0.1%	-25.0	-0.4	-1.9	1.2	-2.5	2.0	21.9	4.3
CCn1c(CN2CCN(CCO)CC2)nc2ccccc21	4.3%	8.7	-26.2	-3.5	3.4	0.3	7.3	-1.3	-2.3

More records follow:
SMILES	RXFP1 ag	D2 antag	D1 antag	D1 PAM	D1 agonist	D2 ag	D2 potentiator	RXFP1 antag	TRHR enhancer
O=C(CSc1nc2ccccc2o1)Nc1ccccc1N1CCOCC1	0.2%	-3.6	4.4	-3.4	0.4	-0.7	-2.1	-7.2	6.6
Nc1nonc1C(=O)N/N=C/c1cc2c(cc1[N+](=O)[O-])OCO2	5.3%	-2.7	-12.3	-4.8	3.2	1.3	8.3	14.3	-2.0
CCC1=NN2C(=N)/C(=C\c3cccn3-c3ccc(C)c(C)c3)C(=O)N=C2S1	1.8%	9.3	-8.7	13.7	2.1	-1.5	-3.1	-15.0	-3.9
O=C(NCC(=O)N(Cc1ccc(F)cc1)C(C(=O)NCC1CCCO1)c1ccccc1)c1ccco1 (stereo not drawn)	1.3%	3.9	-11.6	-2.6	1.5	0.0	-4.4	-1.7	-2.8
CCC(=O)c1cc(F)c(N2CCN(C(=O)Cc3ccccc3)CC2)cc1C	4.5%	-9.2	-23.5	0.3	18.0	-0.5	3.1	1.6	-4.0
Nc1c(C(=O)c2ccc(F)cc2)oc2ccccc12	-1.0%	3.3	4.3	-5.8	-1.2	0.2	-8.7	0.8	4.8
O=C(/C=C/c1cccs1)NC1CCCC1	1.7%	4.9	-3.8	-3.8	0.9	-0.3	20.1	7.5	-0.6
CCN1C(=O)[C@H]2[C@@H](c3ccc(-c4ccc(F)cc4)c(OC)c3)N3CCC[C@@]3(C(=O)OC)[C@H]2C1=O	-0.1%	-3.5	-10.7	-0.6	4.8	0.4	-22.1	.	2.9
CSc1nc(=O)c2c(n1C)NC(=O)CC2c1ccccc1OC(C)C (stereo not drawn)	0.5%	.	2.8	-2.1	-0.5	0.9	-3.5	-2.6	1.9
CCOc1ccc(C2Nc3ccc4ccccc4c3-c3c2c(=O)oc2ccccc32)cc1 (stereo not drawn)	2.2%	5.4	2.2	2.4	1.3	0.5	-2.7	-10.3	-3.4
CC1CCN(CC(O)COCCC23CC4CC(CC(C4)C2)C3)CC1 (stereo not drawn)	-1.4%	-20.2	-3.7	1.0	18.2	2.0	-17.8	-32.7	-4.1
CCc1ccccc1NC(=O)c1ccc2c(c1)N(Cc1cccc(Cl)c1)C(=O)c1ccccc1S2(=O)=O	3.7%	.	4.8	-0.6	2.8	1.5	-0.1	.	1.4
O=C(CNC(=O)c1ccccc1F)Nc1ccc2c(c1)CCC2	0.5%	8.9	-21.9	.	6.7	0.9	-10.0	-4.1	-4.1
CCOc1ccc(CC(=O)NCc2cn3c(C)csc3n2)cc1	3.3%	3.6	-10.2	-2.7	2.9	-0.5	-9.3	-5.7	20.4
CC(C)NC(=O)[C@@H]1C[C@@]1(C)[C@@H](NC(=O)OCc1ccccc1)c1ccccc1	-0.4%	5.7	7.4	-0.8	-3.1	-0.2	-4.8	.	-0.6
O=C(Nc1ccc(N2C(=O)CCC2=O)cc1Cl)c1cccs1	-0.7%	-17.9	2.3	5.3	1.2	1.6	-4.7	2.1	-3.1
COc1ccc(S(=O)(=O)N(C)C)cc1NC(=O)CSc1ncccn1	17.1%	6.0	2.1	0.6	1.6	1.6	-6.6	-12.8	1.5
CCOc1ccc(C(=O)COC(=O)CC)cc1	-1.0%	-1.1	-9.1	-4.7	0.1	0.0	-1.1	-5.5	-0.2
COc1ccc(NC(=O)c2ccc(Cn3cc(Cl)cn3)cc2)cc1	-1.2%	-7.1	-8.3	7.5	11.9	0.1	-22.2	6.4	3.3
Cc1cc(C(F)(F)F)c2sc(N)nc2n1	0.0%	-6.3	-53.2*	-6.4	1.8	-1.6	-0.9	-13.8	6.7
CCOC(=O)C1CCN(Cc2oc(CO)cc(=O)c2O)CC1	1.5%	5.4	-4.0	-0.4	4.3	0.4	11.6	-12.9	30.4*
COc1cc(NC(=O)c2c(F)c(F)c(F)c(F)c2F)c(OC)cc1Cl	2.1%	-6.0	-0.7	-6.8	-4.6	0.4	-16.0	2.9	-1.0
CC(C)c1cccc(C2=CC(=O)C[C@H](c3ccc(F)cc3)C2)c1	0.8%	-2.6	-39.4*	-14.2	5.8	-0.3	-2.7	.	-5.7
Cc1c(C(=O)N2CCN(Cc3ccccc3)CC2)oc2c1C(=O)CC(C)(C)C2	3.5%	-8.3	-8.6	-6.2	1.8	2.7	-5.2	-3.3	0.8
COc1ccc(C2=NN(C(N)=S)C(c3ccccc3)C2)cc1 (stereo not drawn)	2.1%	-6.3	-30.5*	1.4	5.2	-1.0	10.9	?	-0.3

Compound profiles, as listed above:
`CCC(=O)c1cc(F)c(N2CCN(C(=O)Cc3ccccc3)CC2)cc1C` is listed with RXFP1 ag: 4.5%; D2 antag: -9.2; D1 antag: -23.5; D1 PAM: 0.3; D1 agonist: 18.0; D2 ag: -0.5; D2 potentiator: 3.1; RXFP1 antag: 1.6; TRHR enhancer: -4.0
`CCC1=NN2C(=N)/C(=C\c3cccn3-c3ccc(C)c(C)c3)C(=O)N=C2S1` is listed with RXFP1 ag: 1.8%; D2 antag: 9.3; D1 antag: -8.7; D1 PAM: 13.7; D1 agonist: 2.1; D2 ag: -1.5; D2 potentiator: -3.1; RXFP1 antag: -15.0; TRHR enhancer: -3.9

Screens (PubChem)
